OX1R antag: OX1R (human) antagonism. O43613. OX1R-expressing cells, FRET antagonist read-out. 1.8% of 330,000 active. inhibition, % at 6.6 µM; in the data active = inhibition mostly above about 38%, no sharp cut-off; inactive = mostly below about 40%;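 note: 0% = agonist challenge alone and 100% = reference antagonist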
KCNQ2 block: KCNQ2 channel blockers in CHO-K1 cells – cell-based, FluxOR thallium flux, B-score, primary screen (AID 2156). B-score at 10 µM. 20 min; hits give low values. O88943. 1.1% of 310,000 active;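 active = fluorescence ratio B-score at most minus 3 library SDs, with starting brightness B-score within 2 library SDs, cut at about -5.5 in these data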
Target sequence (O88943 whole entry, looked up): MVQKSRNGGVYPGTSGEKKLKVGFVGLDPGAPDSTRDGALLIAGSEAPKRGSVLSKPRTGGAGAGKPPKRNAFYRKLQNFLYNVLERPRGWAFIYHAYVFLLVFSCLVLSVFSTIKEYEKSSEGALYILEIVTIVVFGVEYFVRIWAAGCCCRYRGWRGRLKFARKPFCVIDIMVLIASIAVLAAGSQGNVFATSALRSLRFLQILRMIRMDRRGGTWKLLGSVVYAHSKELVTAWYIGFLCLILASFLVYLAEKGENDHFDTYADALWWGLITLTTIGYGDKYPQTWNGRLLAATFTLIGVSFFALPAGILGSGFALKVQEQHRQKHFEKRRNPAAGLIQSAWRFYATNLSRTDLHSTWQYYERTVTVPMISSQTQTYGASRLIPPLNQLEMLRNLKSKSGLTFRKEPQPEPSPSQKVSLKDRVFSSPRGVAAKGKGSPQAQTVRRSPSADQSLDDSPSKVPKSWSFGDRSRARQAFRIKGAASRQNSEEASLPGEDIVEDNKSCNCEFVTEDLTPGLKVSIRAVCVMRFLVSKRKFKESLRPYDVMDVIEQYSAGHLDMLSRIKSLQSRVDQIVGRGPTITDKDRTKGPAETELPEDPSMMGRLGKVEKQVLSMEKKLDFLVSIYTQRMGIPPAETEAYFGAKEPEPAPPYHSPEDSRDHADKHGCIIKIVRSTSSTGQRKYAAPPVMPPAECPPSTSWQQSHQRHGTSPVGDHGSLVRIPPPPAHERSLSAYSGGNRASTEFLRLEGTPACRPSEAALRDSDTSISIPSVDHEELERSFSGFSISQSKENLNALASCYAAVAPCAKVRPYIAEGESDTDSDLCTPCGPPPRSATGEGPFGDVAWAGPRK
STK33 inh: inhibitors of human STK33 kinase; inhibition, % at 10 µM; purified STK33, MBP phosphorylation, ADP-Glo luminescence; 0.073% of 320,000 active;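 active = inhibition at or above 25%, using the most active replicate where run in duplicate; inactive = inhibition below 25%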
Active calls of the source: *; i = inactive; nt = no result given.

Values run as follows: OX1R antag | STK33 inh | KCNQ2 block
CCN=C(NCC)SC1CC(=O)N(CCc2ccccc2)C1=O (stereo not given)
  8.7 | 3.0 | i
COCCn1c(-c2ccccc2F)n[nH]c1=S
  26.3 | -0.2 | i
COc1cc(Cn2c(-c3nonc3N)nc3ccccc32)ccc1C
  13.1 | -1.3 | i
COc1cc(F)ccc1S(=O)(=O)n1c(C)nc2ccccc21
  -3.0 | -1.4 | i
O=C(O)c1ccc(-n2cccc2/C=C2/NC(=O)N(c3ccccc3)C2=O)cc1
  13.3 | -1.8 | i
Cc1ccc(C)c(CN2C(=O)c3ccccc3S(=O)c3ccc(C(=O)N4CCN(c5ccccn5)CC4)cc32)c1 (stereo not given)
  25.4 | -2.4 | i
Cc1ccc(C(=O)N2C(=O)C(c3ccccc3)Oc3ccccc32)cc1 (stereo not given)
  13.5 | -0.9 | i
CC(C)C(=O)N1CCN(c2ccc(NC(=O)c3ccc4c(c3)OCCO4)cc2)CC1
  16.9 | -2.4 | i
COCCn1nnnc1C(c1cc2cc(C)ccc2[nH]c1=O)N1CCc2ccccc21 (stereo not given)
  11.3 | -1.0 | i
Cc1ccc2oc3c(c(=O)c2c1)C(c1cccc(O)c1)N(c1ccccn1)C3=O (stereo not given)
  15.9 | -0.4 | i
Cc1ccccc1Cn1nc(C)c(NC(=O)C2(C)CC2(Cl)Cl)c1C (stereo not given)
  26.1 | -0.8 | i
COc1cc(C(=O)N/N=C/c2cn(Cc3ccccc3)c3ccccc23)ccc1O
  nt | 2.0 | i
CC(C)CCN(C(=O)c1cc(=O)[nH]c2ccccc12)c1c(N)n(Cc2ccccc2)c(=O)[nH]c1=O
  3.5 | -0.9 | nt
Nc1nc2ccccc2nc1N
  28.0 | 2.0 | i
CCOc1ccc(-c2nn[nH]n2)cc1
  8.2 | -0.6 | i
Cc1cnc2c(C(=O)O)cnn2c1
  22.9 | 0.4 | i
CC1CC(=O)N(CC(=O)Nc2cccc(F)c2)c2ccccc2S1(=O)=O (stereo not given)
  9.9 | 1.8 | i
CCCOc1ccc(-c2nn(-c3ccccc3)cc2/C=C2\SC(=S)N(C3CCS(=O)(=O)C3)C2=O)cc1 (stereo not given)
  4.1 | -0.3 | i
COc1ccc(NC(=O)c2cnn3c(C(F)(F)F)cc(-c4ccco4)nc23)cc1OC
  16.3 | -0.4 | i
CCCCN(C(=O)c1ccc(C#N)cc1)c1c(N)n(CCC)c(=O)[nH]c1=O
  -3.2 | -2.1 | i
CN(c1ncc(C(F)(F)F)cc1Cl)n1cc(C(N)=O)c2ccccc2c1=O
  14.5 | 0.6 | i
CN(C(=O)c1cccc(C#CC(C)(C)O)c1)C1CCCN(Cc2ccccc2F)C1 (stereo not given)
  7.6 | -1.6 | i
Cc1cccc(NC(=O)CCCN2C(=O)c3cccc4cccc(c34)C2=O)c1
  20.3 | -0.4 | i
CCOc1ccc2c(c1)[nH]c(=S)n2C
  7.4 | 1.1 | i
CCCc1cc2c(cc1NC(=O)c1ccccc1C)OCO2
  22.3 | -1.5 | i
CCOc1ccc(NS(=O)(=O)c2ccc(NC(=O)C3CC3)cc2)cc1
  4.8 | 0.4 | i
CCN1CCN(C(=O)CCNC(=O)Cn2ccc3ccccc3c2=O)CC1
  0.6 | -0.1 | i
C=CCNC(=S)N/N=C1\CCS(=O)(=O)c2ccccc21
  -5.2 | -0.2 | i
CSc1nc(N)nc(SCC(=O)OC(C)C)c1C#N
  20.0 | 0.3 | i
O=C(Cn1cc(C(F)(F)F)ccc1=O)OCC(=O)c1ccc[nH]1
  6.8 | -0.5 | nt

Part of the list above in a different format.
CCCOc1ccc(-c2nn(-c3ccccc3)cc2/C=C2\SC(=S)N(C3CCS(=O)(=O)C3)C2=O)cc1 (stereo not given)
  OX1R antag = 4.1
  STK33 inh = -0.3
  KCNQ2 block = i
CCOc1ccc(NS(=O)(=O)c2ccc(NC(=O)C3CC3)cc2)cc1
  OX1R antag = 4.8
  STK33 inh = 0.4
  KCNQ2 block = i

(cont.)
Values run as follows: OX1R antag | STK33 inh | KCNQ2 block
CCOc1ccc(/C=N/Nc2ccc(C(F)(F)F)cc2[N+](=O)[O-])cc1O
  6.8 | -0.4 | i
Cc1cc(C)c(S(=O)(=O)c2cccc(Cl)c2)c(Cl)n1
  15.0 | -0.4 | i
Cc1ccc(NC(=O)CSc2n[nH]c(-c3ccncc3)n2)c(C)c1
  5.2 | -2.1 | i
COc1cc(NS(=O)(=O)c2ccc(NC(=O)c3cccnc3)cc2)ncn1
  10.2 | -0.6 | i
c1ccc(Nc2nc(-c3cccnc3)cs2)nc1
  34.9 | -2.3 | i
O=C1NCCN(Cc2ccc(Cl)c(F)c2)C1CC(=O)N1CCCCO1 (stereo not given)
  10.9 | -0.2 | i
Cc1ccc2sc(NC(=O)C3CC3)nc2c1C
  16.7 | -1.2 | i
Cc1cccc(-n2c(O)c(C=Nc3ccccc3O)c3ccccc3c2=O)n1
  18.0 | -1.1 | i
COc1cccc(CNC(=O)Cn2ccc([N+](=O)[O-])n2)c1
  11.2 | -0.6 | i
Cc1cc(=O)oc2cc(OC(=O)c3cncc(Br)c3)ccc12
  3.3 | 0.3 | i
N#C/C(=C\c1cc2c(cc1Br)OCO2)c1ccc(C(=O)O)cc1
  15.7 | -0.1 | i
COCc1nnc(NC(=O)CCS(=O)(=O)c2ccccc2)s1
  12.1 | -0.3 | i
CCCCn1nc2cc(C(=O)NC[C@@H]3CCCO3)ccc2c1OCC
  8.4 | -1.2 | i
CN(C)/C=C(\C#N)C(=O)Nc1ccc(O)cc1F
  -0.6 | -1.1 | i
COc1ccccc1N1CCN(C2CCN(S(=O)(=O)c3ccc(NC(C)=O)cc3)CC2)CC1
  12.7 | 0.5 | i
CC1SC(c2ccccc2)N(CC(O)c2ccc([N+](=O)[O-])cc2)C1=O (stereo not given)
  14.1 | 0.6 | i
Cc1cccc(OCCCC(=O)Nc2ccc(S(=O)(=O)Nc3onc(C)c3C)cc2)c1C
  18.9 | 0.6 | i
O=c1cc(C(F)(F)F)[nH]c(=S)n1-c1ccccc1
  5.9 | -0.7 | i
COC(=O)c1ccc(Cl)c(NC(=O)CSc2nnc(-c3ccncc3)o2)c1
  9.2 | -1.7 | i
COc1ccc(C2c3ccc4ccccc4c3Oc3ncn(CCCN(C)C)c(=N)c32)cc1 (stereo not given)
  10.5 | 0.7 | -6.14*
COc1ccc(CC(=O)NCc2ccc3c(c2)OCO3)cc1
  27.9 | -1.0 | i
COc1ccc(/C=C/C(=O)OC(C)C(=O)c2ccccc2)cc1OC (stereo not given)
  19.9 | -0.7 | i
O=C1Nc2ccc(S(=O)(=O)N3CCOCC3)c3cccc1c23
  25.3 | 3.4 | i
CCOC(=O)C[C@H]1c2ccc(C(F)(F)F)cc2S(=O)(=O)N1C(C)(C)C
  -3.5 | 3.9 | i
CCNC(=S)NNC(=O)c1cc(-c2cc(C)ccc2C)nc2ccccc12
  22.0 | -1.0 | i
COc1ccc(-c2noc(CCC(=O)NCCCN3CCN(c4ccc(F)cc4)CC3)n2)cc1
  21.1 | -1.0 | i
Cc1c(C)c2c(OCC(=O)NCc3ccncc3)cc3c(c2oc1=O)CCC(C)(C)O3
  7.0 | -0.8 | i
COc1cc(/C=C/c2c([N+](=O)[O-])c(=O)n(C)c(=O)n2C)cc(OC)c1OC
  14.3 | -1.4 | i
Cc1cccc(S(=O)(=O)Nc2ccc(S(=O)(=O)Nc3nccs3)cc2)c1
  -1.0 | -1.3 | nt
CCC(C)(C)NC(=O)CN(C(=O)CNS(=O)(=O)c1ccc(F)cc1)c1ccc2c(c1)OCCO2
  8.4 | 2.1 | i
Cc1nnc(SCC(=O)NC(C)(C)C)n1NCc1c(F)cccc1Cl
  19.4 | 15.8 | i
COc1ccc(OC)c(/C=N/NC(=O)c2ccc(Cn3cc([N+](=O)[O-])cn3)o2)c1
  15.7 | -0.4 | i
O=C(CCC(=O)c1ccc(F)cc1)NN1C(=O)NC2(CCCCC2)C1=O
  10.0 | -0.4 | i
Cc1cccc(N(C(=O)c2ccco2)C(C(=O)NC2CCCC2)c2cccnc2)c1C (stereo not given)
  15.9 | -1.0 | i
Cc1csc(NC(=O)c2cc3c(s2)CCCCC3)n1
  44.7 | 2.5 | i
O=C(CCN1CCCCCC1)c1ccccc1
  14.3 | 0.3 | nt
CCOP(=O)(NC12CC3CC(CC(C3)C1)C2)NC12CC3CC(CC(C3)C1)C2
  5.3 | -0.2 | i
O=C(NCC(c1ccco1)N1CCOCC1)c1ccc(Cl)cc1 (stereo not given)
  19.3 | -1.0 | i
CCOc1ccccc1NC(=O)C(OC(=O)c1ccccc1O)c1ccccc1 (stereo not given)
  9.8 | -0.7 | i
CCCOC(=O)c1ccc(NC(=O)CCOc2ccccc2)cc1
  7.8 | -0.9 | i
O=C1CC(/C=C/c2ccccn2)=Nc2ccccc2N1
  19.4 | -0.3 | i
C/C(CC(=O)N1CCN(C=O)CC1)=N\NC(=O)c1cc2ccccc2cc1O
  7.5 | -0.1 | i
Cc1cc(C)n(CC(=O)N2CCc3ccccc32)c(=O)c1C#N
  21.6 | 0.3 | i
CCc1ccc(NC(=S)N(Cc2cccc(Br)c2)CC2CCC(C(=O)O)CC2)cc1 (stereo not given)
  13.1 | -2.0 | i
Cc1ccc(/C=C2\NC(=S)NC2=O)cc1[N+](=O)[O-]
  15.4 | 0.4 | i
CCN(Cc1ccncc1)C(=O)c1ccccc1NS(=O)(=O)c1ccc(F)cc1
  19.3 | -1.5 | i
C=CCNC(=S)N1CCC(C(=O)c2ccc(Cl)cc2)CC1
  5.1 | 0.0 | i
Cc1cccc(NC(=O)/C(=C\c2ccc([N+](=O)[O-])o2)NC(=O)c2ccc(Cl)cc2)c1
  19.6 | -0.3 | nt
C/C(=N/NC(=O)CC(=O)N/N=C(\C)c1ccc([N+](=O)[O-])cc1)c1ccc([N+](=O)[O-])cc1
  11.8 | -3.0 | i
O=C(CN1CCN(C(=O)c2ccco2)CC1)Nc1ccc(F)cc1F
  14.7 | -1.4 | i
CN1CCN(CCCNC(=O)c2ccc(NC(=O)C3=CSCCO3)cc2)CC1
  -0.3 | -2.5 | i
COc1cccc(CNC(=O)c2ccccc2N)c1
  8.8 | -2.6 | i
Cc1ccc(NC(=O)CCCC(=O)O)c(Br)c1
  5.6 | -1.0 | nt
Cc1cc(C)n2nc(CC(=O)NC3CCCCCC3)nc2n1
  13.4 | -0.9 | i
Cc1cc(C)n2ncc(S(=O)(=O)c3ccccc3)c2n1
  11.5 | -2.8 | i
Cc1ccccc1CN1CCc2c(OCC(=O)N3CCCc4ccccc43)cccc2C1=O
  27.8 | -0.6 | i
O=C(Nc1ccccc1C(F)(F)F)N1CCC(n2c(=O)[nH]c3ccccc32)CC1
  16.3 | -0.7 | i
CCN1C2=C(C(=O)CCC2)C(c2ccc(O)c(Br)c2)C2=C1CCCC2=O
  19.1 | 0.9 | i
COc1ccc(-n2c(N)c(C(=O)Nc3c(C)n(C)n(-c4ccccc4)c3=O)c3nc4ccccc4nc32)cc1
  1.3 | -1.1 | i
CCOc1ncccc1C(=O)OC(C)C(=O)NC(=O)NC1CCCCC1 (stereo not given)
  34.8 | -0.3 | i

Next part
Values run as follows: OX1R antag | STK33 inh | KCNQ2 block
CC(=O)c1ccc2noc(-c3ccc(Cl)cc3)c2c1
  32.0 | 0.4 | i
CCOC(=O)C1Cc2ccccc2CN1 (stereo not given)
  8.0 | -1.5 | i
Fc1ccc(-c2cc(C(F)(F)F)nc(NCc3cccs3)n2)cc1
  32.4 | 0.0 | i
COc1ccc(NC(=O)COC(=O)/C=C/C(=O)OCC(=O)Nc2ccc(OC)c(Cl)c2)cc1Cl
  7.3 | -0.9 | i
COc1ccc(CCNC(=O)C(=O)N2CCCCC2)cc1OC
  13.2 | -0.1 | i
O=[N+]([O-])c1cc(C(F)(F)F)cc([N+](=O)[O-])c1NCCCNc1ccc([N+](=O)[O-])c2cccnc12
  17.1 | -0.8 | i
CCCn1c(NCc2ccco2)nc2c1c(=O)n(C)c(=O)n2C
  26.1 | -1.6 | i
Cc1ccc(-c2nc(P(=O)(c3ccccc3)c3ccccc3)c(N3CCOCC3)o2)cc1
  0.4 | 1.4 | i
O=[N+]([O-])c1ccc(CSc2ccc(S(=O)(=O)N3CCCCC3)cn2)cc1
  0.6 | -0.8 | nt
N/C(Cn1cncn1)=N\NC(=O)C(=O)Nc1ccc(Cl)cc1Cl
  10.5 | 0.2 | i
Cc1nc(NCc2ccccc2)sc1C(=O)Nc1ccccc1
  13.3 | 0.8 | i
COc1ccc(NC(=O)c2nc[nH]c2C(=O)Nc2ccccc2C)cc1
  10.9 | -3.1 | i
CCCNc1nc(NCC)nc(OC)n1
  11.6 | -0.7 | i
CCC(CC)NC(=O)COC(=O)c1ccc(OCC(=O)Nc2ccccc2OC)c(OC)c1
  1.1 | -2.5 | i
CCN(CC)c1nc2c(c(=O)n(C)c(=O)n2C)n1CCCc1ccccc1
  7.3 | 0.0 | i

Fetched by compound from above, 5 records:
Values run as follows: OX1R antag | STK33 inh | KCNQ2 block
COc1ccc(CCNC(=O)C(=O)N2CCCCC2)cc1OC
  13.2 | -0.1 | i
CCCNc1nc(NCC)nc(OC)n1
  11.6 | -0.7 | i
Cc1ccc(-c2nc(P(=O)(c3ccccc3)c3ccccc3)c(N3CCOCC3)o2)cc1
  0.4 | 1.4 | i
CC(=O)c1ccc2noc(-c3ccc(Cl)cc3)c2c1
  32.0 | 0.4 | i
CCC(CC)NC(=O)COC(=O)c1ccc(OCC(=O)Nc2ccccc2OC)c(OC)c1
  1.1 | -2.5 | i

Further structures:
Values run as follows: OX1R antag | STK33 inh | KCNQ2 block
O=C(NC(=O)c1ccccc1)OCC1CCCN2CCCCC12 (stereo not given)
  6.8 | -3.5 | i
O=C(NCCCN1CCCC1=O)c1csc2ccccc12
  6.3 | -1.7 | i
COCCNc1nc2nonc2nc1N1C[C@H]2CC[C@H]1C2
  22.5 | 0.4 | i
COCCn1c(=NC(=O)CCS(=O)(=O)c2ccccc2)sc2cc(C(=O)OC)ccc21
  11.8 | -0.4 | i
COc1cccc(NC(=O)CSc2nnc(CN3CCOCC3)n2C)c1
  11.0 | -0.8 | i

High-throughput results as filed in PubChem BioAssay.
